Glyco luc inh: blocks N-linked glycosylation in D54 reporter cells. D54 ERlucT glycosylation luciferase reporter, 24 h; percent of 100 nM tunicamycin response. reporter increase, % at 12.5 µM. 360,000 tested, 0.23% active. AID 588692;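 active = mean luciferase reporter signal, scaled so untreated is 0 and the glycosylation-blocking control 100, at or above a set limit in every replicate; inconclusive = mean reaches the limit but not every replicate does; inactive = mean below the limit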;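 note: luciferase carries N-glycosylation sites so blocking glycosylation raises the light; 0% = median of neutral control wells and 100% = median of 100 nM tunicamycin wells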
H9c2 protect: modulators protecting cardiomyocytes from myocardial damage | protection from H2O2 cell death, % at 20 µM | H9c2 cardiomyocytes, H2O2 injury protection, ATPLite, 2 h | 360,000 tested, 0.63% active;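 active = compounds giving at least 50% protection of heart cells from peroxide-induced death in the single-dose screen, raw or plate-pattern-corrected value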;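 note: 0% = DMSO wells with peroxide and 100% = DMSO wells without peroxide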
MC4R antagonist: human MC4R antagonism in cAMP assay; MC4R-expressing cells, MTII-stimulated cAMP, LANCE TR-FRET; 360,000 tested, 0.48% active; P32245; AID 540295; inhibition, % at 6.5 µM;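 active = inhibition above its plate's cutoff, the mean of tested wells on that plate plus 3 SD, cut at about 29% in these data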;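 note: 0% = Melanotan II alone and 100% = Melanotan II plus saturating MCL0020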
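system = U2OS cells with stable human MC4R expression | also added = Melanotan II challenge after compound preincubation | dosing = one concentration, 6.5 µM nominal | incubation = compound 30 min, challenge 1 h, detection 1 h | measured by = TR-FRET with Eu-cAMP and labeled anti-cAMP, 671 nm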
ABCB6 inh 2: inhibitors of human ABC transporter ABCB6 | Q9NP58 | K562-ABCB6 porphyrin accumulation, flow cytometry, 1 h; stronger effect = lower value | 360,000 tested, 0.19% active | fluorescence ratio to DMSO, % at 10 µM;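 active = fluorescence ratio to DMSO below 75%, the collection mean minus 3 SD; inconclusive = too few cells collected in the well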;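 note: signal is porphyrin accumulated inside mitochondria; 100% equals median channel fluorescence of DMSO control wells; lower ratio means ABCB6 inhibition with less porphyrin fluorescence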
aDG glyco act: increases alpha dystroglycan glycosylation | Pro5-aDG cells, alpha-DG glycosylation AlphaScreen (IIH6); 0% Pro5, 100% B10-LARGE cell signal | 360,000 tested, 0.22% active | AID 624168 | activation, % at 10 µM;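 active = activation of at least 8% versus controls, or a plate z-score of at least 8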;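 note: Pro5 are CHO cells carrying HIG-tagged alpha-DG that lacks glycosylation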
PDI turbidity: blocks human protein disulfide isomerase activity | P07237 | PDI insulin aggregation turbidity, A650, 90 min | inhibition, % at 10 µM | 350,000 tested, 0.052% active;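 active = mean inhibition across replicates of 30% or more, whatever share of single replicates reach that level; inconclusive = mean inhibition below 30% while every single replicate reaches 30%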;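 note: absorbance from insulin aggregation driven by PDI reduction with DTT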
Target sequence (P07237 whole entry, looked up): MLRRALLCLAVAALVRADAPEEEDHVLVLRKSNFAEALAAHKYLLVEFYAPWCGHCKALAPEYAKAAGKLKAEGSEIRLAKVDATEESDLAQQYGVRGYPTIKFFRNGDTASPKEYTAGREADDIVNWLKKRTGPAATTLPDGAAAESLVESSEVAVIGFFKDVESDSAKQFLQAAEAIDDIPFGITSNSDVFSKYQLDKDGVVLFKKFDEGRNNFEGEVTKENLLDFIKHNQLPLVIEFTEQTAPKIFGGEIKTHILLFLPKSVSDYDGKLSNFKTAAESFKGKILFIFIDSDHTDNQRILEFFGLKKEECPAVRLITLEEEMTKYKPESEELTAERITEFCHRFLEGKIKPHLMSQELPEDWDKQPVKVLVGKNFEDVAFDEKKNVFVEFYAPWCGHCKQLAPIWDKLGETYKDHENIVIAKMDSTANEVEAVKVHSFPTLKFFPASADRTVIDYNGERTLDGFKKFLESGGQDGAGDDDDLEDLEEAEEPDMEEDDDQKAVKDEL
HTR2A ag: activates the mouse 5-HT2A serotonin receptor; P35363; CHO-K1 mHTR2A beta-arrestin complementation, luminescence; percent of 30 µM serotonin response; activation, % at 7.6 µM; 360,000 tested, 0.66% active; AID 624169;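 active = activation above a run cutoff, the mean activation of all tested compounds plus 3 SD, cut at about 14% in these data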;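 note: 0% = plate median of compound wells and 100% = 30 µM serotonin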
Target sequence (P35363 whole entry, looked up): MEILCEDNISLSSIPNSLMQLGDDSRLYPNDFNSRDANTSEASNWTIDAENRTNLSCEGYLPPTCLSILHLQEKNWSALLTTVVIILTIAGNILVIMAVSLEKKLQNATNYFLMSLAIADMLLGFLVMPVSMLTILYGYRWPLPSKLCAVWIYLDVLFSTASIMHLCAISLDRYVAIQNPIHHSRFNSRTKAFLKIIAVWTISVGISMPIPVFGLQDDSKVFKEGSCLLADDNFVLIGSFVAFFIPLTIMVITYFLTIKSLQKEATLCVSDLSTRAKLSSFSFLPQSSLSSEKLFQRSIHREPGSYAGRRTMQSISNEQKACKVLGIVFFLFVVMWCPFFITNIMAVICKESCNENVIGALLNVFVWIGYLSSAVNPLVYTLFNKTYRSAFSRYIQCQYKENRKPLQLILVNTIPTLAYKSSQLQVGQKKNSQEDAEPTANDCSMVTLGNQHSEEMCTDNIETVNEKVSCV
CaV13 FRET inh: Primary screen for inhibitors of IQ motif and Ca2+-dependent inactivation inhibitor domain binding in CACNA1D, Förster resonance energy transfer in living cells, …; HEK cells, CFP/YFP FRET ICDI-IQ, plate reader, 10 min; percent FRET-ratio fall versus neutral wells; inhibition, % at 12.3 µM; 340,000 tested, 0.098% active;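 active = mean replicate inhibition of at least 30% and at least 1% of replicates passing that level; inconclusive = only one of the two criteria is met; inactive = neither criterion is met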;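 note: 0% = median of the neutral control wells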
MC4R barr agon: activates human MC4R beta-arrestin recruitment. 360,000 tested, 0.98% active. U2OS MC4R beta-arrestin complementation, luminescence; percent of melanotan II response, DMSO zero. P32245. activation, % at 8.9 µM;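 active = activation above a per-plate cutoff, the mean activation of sample wells on that plate plus 3 SD, cut at about 8% in these data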
Vif imaging: HIV Vif inhibition | HEK293T cells, Vif self-association by quenched fluorescence, imaging, 24 h | 340,000 tested, 0.35% active | inhibition, % at 7.49 µM; in the data active = inhibition above about 50%, passing the limit was not always enough; inconclusive = no clear call, values can overlap the other calls; inactive = below about 31%; note: some results filed as inactive read as strong as hits
* hit, by the source's call; u = inconclusive; x = not tested or not shown.

SMILES	Glyco luc inh	H9c2 protect	MC4R antagonist	ABCB6 inh 2	aDG glyco act	PDI turbidity	HTR2A ag	CaV13 FRET inh	MC4R barr agon	Vif imaging
O=C(Cc1cccc2ccccc12)NCC(=O)N1CCN(CC(=O)Nc2ccc(F)cc2)CC1	2	12	7	94	0.1	0	1	-10	2.2	x
CCc1cc(C(=O)Nc2cc(S(=O)(=O)N3CCCCC3)ccc2N2CCN(C)CC2)sc1C	-10	3	2	89	0.2	-6	0	-5	-1.6	-6
CC1(C)CC(=O)C2=C(C1)OC(N)=C(C#N)C2c1ccc(OC(=O)N2CCOCC2)cc1 (stereo unspecified)	2	3	17	94	-0.1	13	-2	-5	-3.4	u
CCCCCCCCc1nnc(NC(=O)c2ccco2)s1	2	-10	-1	98	-0.1	-7	8	-8	-0.6	-12
CC(C)(C)c1cc(=O)[nH]c(SCc2ccccc2Cl)n1	0	1	13	98	0.3	6	3	-3	3.2	-1
O=C1CCCCCC(=O)[C@H](O)C[C@H](c2ccccc2)O1	x	x	x	93	0.3	x	4	-5	x	x
COc1ccc(OC)c(-n2nnnc2SCC(=O)O)c1	1	-3	11	91	0.0	1	-3	x	-0.3	9
COc1cc(NC(=O)c2ccco2)c(OC)cc1NC(=O)CCC(=O)Nc1cc(C)ccc1C	-1	8	0	90	0.1	-1	1	-4	1.6	-15
Cc1nn(C(C)C(=O)NCc2cccs2)c(=O)c2nn(-c3ccccc3)c(C)c12 (stereo unspecified)	0	-8	0	99	-0.2	0	-3	-4	-2.3	-2
Cc1ccc(OCCN(C)C(=O)c2cc(COc3ccc(F)cc3F)on2)cc1	1	-8	-3	98	0.1	-2	-5	-10	-0.9	15
CCOc1ccc(NC(=O)CCC(=O)c2ccc(F)cc2)cc1	-1	-1	-1	104	0.1	1	-4	-2	-1.4	-1
COC(=O)c1sccc1NC(=O)c1ccc(OC)cc1	0	2	16	93	0.2	0	-2	-3	-1.7	-21
CCN(CC)C(=O)NC1CCCCCCC1	0	7	12	102	0.3	3	-2	-19	-0.2	-5
COc1cccc(C(=O)N2CCC[C@H]2C(=O)N2CCC[C@H]2C(=O)N[C@H](C)c2ccccc2)c1	x	x	x	99	0.0	x	2	-6	x	x
O=C(Nc1ccc2ccccc2c1)[C@@H]1C[C@H]1[C@@H](NP(=O)(c1ccccc1)c1ccccc1)c1ccccc1	0	3	12	90	0.3	-1	1	-5	-2.2	-3

Two successive entries from above:
SMILES	Glyco luc inh	H9c2 protect	MC4R antagonist	ABCB6 inh 2	aDG glyco act	PDI turbidity	HTR2A ag	CaV13 FRET inh	MC4R barr agon	Vif imaging
O=C(Cc1cccc2ccccc12)NCC(=O)N1CCN(CC(=O)Nc2ccc(F)cc2)CC1	2	12	7	94	0.1	0	1	-10	2.2	x
CCc1cc(C(=O)Nc2cc(S(=O)(=O)N3CCCCC3)ccc2N2CCN(C)CC2)sc1C	-10	3	2	89	0.2	-6	0	-5	-1.6	-6

Following part
SMILES	Glyco luc inh	H9c2 protect	MC4R antagonist	ABCB6 inh 2	aDG glyco act	PDI turbidity	HTR2A ag	CaV13 FRET inh	MC4R barr agon	Vif imaging
CCCc1nnc(NC(=O)CS(=O)(=O)c2ccccc2)s1	2	7	2	95	-0.3	-17	4	-3	-1.4	u
COc1ccc(OC)c(NC(=O)CC2C(=O)NCCN2C(=O)Nc2cccc(Cl)c2)c1 (stereo unspecified)	3	2	14	95	-0.5	-2	1	-4	-0.9	-7
COc1cccc(NC(=O)CCN2C(=O)C3CC=CCC3C2=O)c1 (stereo unspecified)	1	3	2	91	-0.2	2	3	-5	-1.7	2
O=S(=O)(NCC1CCCO1)c1ccc(NS(=O)(=O)c2ccc(F)cc2)cc1 (stereo unspecified)	0	1	16	99	-0.2	-5	-7	-5	1.1	-10
O=C(CSc1nc(Nc2ccccc2)nc(N2CCOCC2)n1)Nc1ccc2c(c1)OCCO2	-1	1	10	105	0.0	-1	-3	x	0.3	-1
CC(NC(=O)c1ccc2c(=O)n3c(nc2c1)CCCCC3)c1ccccc1 (stereo unspecified)	-4	5	3	96	0.1	-1	-2	-5	-1.5	x
CCN1CCN(CC(=O)Nc2ccc3c(c2)OCCO3)C(=O)C1=O	1	-2	-4	100	0.4	1	4	-7	0.7	8
O=C(Cn1nnc(-c2ccc(F)cc2)n1)Nc1cccc(S(=O)(=O)N2CCCC2)c1	-5	-18	18	95	0.9	0	-2	-18	-0.6	-7
Cc1ccc(-n2cc(CNCCc3cscn3)c(-c3ccc(F)cc3)n2)cc1	0	-14	-1	101	3.7	3	3	-3	2.1	2
COc1ccc(C(=O)OCN2C(=O)c3ccccc3C2=O)cc1	0	-1	-1	102	-0.2	14	3	-15	-3.7	-1
O=C1NC2(CCCCC2)CO1	-1	10	12	87	0.0	-4	7	-14	0.5	5
COc1ccc(CCN(C(=O)c2ccco2)C(C(=O)NC2CCCC2)c2ccncc2)cc1OC (stereo unspecified)	6	-1	2	97	0.1	7	7	5	-2.5	13
CNS(=O)(=O)c1cnccc1N1CCN(c2cccc(Cl)c2)CC1	1	2	10	100	0.4	-4	1	-1	1.2	x
O=C(O)Cn1cc(/C=c2/sc3nc4ccccc4n3c2=O)c2ccccc21	-1	0	10	106	-0.4	-4	0	-4	-2.4	0
Cc1cc(C)nc(NC2=NCCN2C(=S)Nc2c(C)cccc2C)n1	3	5	18	103	0.3	-2	1	1	-1.4	-1
CC(NC(=O)Cc1ccsc1)c1ccc(S(N)(=O)=O)cc1 (stereo unspecified)	0	-6	-1	90	0.0	-23	-1	x	-1.3	x
CC(C)Cn1c(SCC#N)nc2ccccc2c1=O	0	2	-4	101	0.4	12	2	-2	0.2	16
O=C(C1CCN(S(=O)(=O)c2cccc3cccnc23)CC1)N1CCN(Cc2ccccc2)CC1	0	-1	5	104	0.1	17	-2	-17	-1.3	2
CC(=O)C[C@H]1c2ccccc2S(=O)(=O)N1C1CCCCC1	1	-9	14	94	-0.1	-7	0	-6	-0.6	-3
CCc1nc2ccccc2n1CC(O)COc1ccc(NC(C)=O)cc1 (stereo unspecified)	0	-4	15	89	0.2	-5	-1	0	-1.2	14
CC(C)(C)C(=O)N(Cc1ccc(Cl)cc1)c1cnccn1	0	1	2	93	0.1	-9	-5	-18	0.1	-1
O=C(CN1CCN(c2ccccc2O)CC1)NC(=O)NCc1ccccc1	1	-1	2	92	0.1	9	-6	-3	2.6	8
O=C(c1ccco1)N1CCN(C(=O)c2cc3cc([N+](=O)[O-])ccc3oc2=O)CC1	2	-1	27	103	-0.2	2	-2	-4	-1.7	0
CCC(Oc1ccccc1)C(=O)Nc1nc2ccccc2[nH]1 (stereo unspecified)	-1	-11	2	98	0.0	4	-1	x	-0.6	4
O=C(c1cccc(N2C(=O)C3C4C=CC(C4)C3C2=O)c1)N1CCN(c2ccccc2)CC1 (stereo unspecified)	2	-3	5	94	-0.1	2	-1	2	-1.4	0
COc1cccc(NC(=O)C2CCN(c3ncccn3)CC2)c1	2	-1	-1	95	0.0	5	1	-4	-2.1	5
CCOc1ccccc1CNCc1ccc(F)cc1	-2	-5	3	94	0.0	2	-5	-3	-1.3	-5
COC(C(=O)Nc1ccnn1C1CCN(Cc2ccc(CO)o2)CC1)c1ccccc1 (stereo unspecified)	2	4	-2	85	-0.2	1	0	-11	-3.3	25
CC(C)(C)c1ccc(-c2cnco2)cc1	1	13	23	97	0.0	-1	3	-7	-0.1	1
Cc1nn(-c2ccccc2)nc1C(=O)NNC(=O)c1ccc(C(F)(F)F)cc1	3	-7	-2	101	0.1	-20	-1	-19	7.4	11
CCC(CC)C(=O)NCCc1cc2ccc(OC)cc2[nH]c1=O	1	3	3	102	0.5	-11	-4	x	-2.6	-4
Cc1cccc(N2CCN(S(=O)(=O)c3ccc4c(c3)CC(=O)N4C)CC2)c1C	0	-4	7	101	-0.2	4	-2	-14	-2.6	21
O=C(Nc1ccc2nc3ccccc3nc2c1)c1ccccc1	-2	-8	-7	100	-0.2	3	-2	-55	0.1	-4
Cc1ccc(NC(=O)CCc2ccccc2)cc1S(=O)(=O)N1CCOCC1	-1	6	2	97	0.2	-9	2	-16	-2.5	-7
O=C(N/N=C/C(Br)=C\c1ccccc1)c1ccco1	0	-6	-1	98	-0.2	7	0	-19	-1.3	6
CCC(C(=O)NCCCN1CCN(CC)CC1)n1nc(C)n2c(cc3occc32)c1=O (stereo unspecified)	5	2	1	101	-0.1	4	2	-5	-2.0	-4
CC(C)(C)NCC(O)c1cc(O)cc(O)c1 (stereo unspecified)	3	-5	-10	104	-0.2	6	9	-5	-0.5	21
O=C(NCCN1CCC(n2c(=O)[nH]c3ccccc32)CC1)c1ccccc1C(F)(F)F	x	x	x	969	0.1	x	-2	-6	x	x
NC(=O)c1ccsc1NC(=O)COC(=O)CCc1ccccc1	-1	-19	9	109	0.0	-5	9	-15	-0.9	1
C[C@H](NC(=O)c1ccco1)C(=O)Nc1nnc(SCc2ccccc2)s1	2	7	9	100	0.0	6	-4	-2	-2.1	11
O=C(NCc1nc(-c2ccccc2)cs1)c1ccccc1	0	-12	-5	99	-0.1	-2	-2	-11	-3.3	2
COc1ccc(-c2nc(C#N)c(NCC3CCCO3)o2)cc1OC (stereo unspecified)	4	-3	2	103	0.2	-3	-2	-5	-0.8	6
COC(=O)c1ccc(-c2noc(CN3CCCC(CNC(C)=O)C3)n2)cc1 (stereo unspecified)	1	1	26	93	-0.4	2	1	-10	-1.0	11
NC(=O)c1ccsc1NC(=O)c1ccc2c(c1)CCCC2	-14	-41	4	95	-0.1	-2	2	-7	0.9	-11
CCn1c(SCC(=O)Nc2nccc(C)n2)nc2ccccc21	2	1	12	98	0.0	1	-2	-4	-2.3	-4
COc1cccc(-n2c(SCC(=O)NCCc3ccccc3)nnc2-c2ccoc2C)c1	-2	2	0	95	0.1	11	-1	-4	0.2	-9
COc1ccccc1NC(=O)COC(=O)CNC(=O)c1ccc(OC)c(OC)c1	-1	-1	-1	97	-0.2	-1	-1	-4	0.0	4
CCc1nnc(NC(=O)C2CC(=O)N(Cc3ccccc3)C2)s1 (stereo unspecified)	3	20	-6	100	-0.5	0	4	-2	-0.9	-4
CC(C)CC(=O)Nc1cccc(NC(=O)CC(C)C)n1	2	-1	-1	98	0.1	-8	-1	-4	-2.7	-4
CCN(c1ccccc1)S(=O)(=O)c1ccc(OC)c(N=N/C(C(=O)Nc2ccccc2)=C(/C)O)c1	-5	25	16	92	-0.3	-2	-1	-1	-0.9	0
CCN(CC)CCCNC(=O)c1csc(Nc2cccc3ccccc23)n1	-5	-2	4	96	0.2	4	-3	-20	-0.8	3
O=C(NCCCN1CCCC1=O)c1nnc(Cc2c(F)cccc2Cl)o1	0	-1	1	94	-0.1	1	4	-4	-0.1	4
COC(=O)CCCSc1nccn1-c1ccccc1	1	5	-3	93	-0.3	1	-1	-2	-3.1	-1

From PubChem BioAssay
